ZTA counter: ZTA (EBV) inhibition in EBNA-1 counter-screen | P03206 | ZTA-DNA binding, fluorescence polarization | inhibition, % at 11 µM | 320,000 tested, 0.15% active; in the data active = inhibition above about 33%
proCasp3 act: activators of human procaspase-3 D3A mutant, primary screen, biochemical, absorbance, PC-3 D3A mutant, single concentration; Caspase-3 (Homo sapiens), P42574; recombinant procaspase-3 D3A, Ac-DEVD-pNA absorbance 405 nm; activation, % at 8.5 µM; 330,000 tested, 0.11% active; AID 463141, 2010;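 active = activation above the mean of all tested compounds plus 3 SD, cut at about 21% in these data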;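 note: 0% = DMSO alone and 100% = DMSO wells spiked with extra 5 µM PC-3 D3A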
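Assay system: Autoprocessing-dead procaspase-3 D3A mutant enzyme; also added: Ac-DEVD-pNA; doses: one concentration, 8.5 µM nominal, 0.8% DMSO; times: 1 h compound preincubation, 2 h substrate hydrolysis at 25 °C; technique: 405 nm absorbance of p-nitroaniline, reads at 0 and 120 min; measure: % activation between DMSO and enzyme-spiked controls; repeats: single replicate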
procasp7 counter: procaspase-7 activators, primary screen, counter-screen for procaspase-3 activator project, biochemical, absorbance, HTS, human; 330,000 tested, 0.093% active; recombinant procaspase-7, Ac-DEVD-pNA absorbance 405 nm; D23A/D198A/D206A triple mutant, cannot self-cleave; scale: DMSO 0, 5 µM enzyme 100; activation, % at 8.5 µM; Caspase-7 (Homo sapiens), P55210;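 active = percent activation above the screen-wide mean plus 3 SD, cut at about 25% in these data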
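Material: Procaspase-7 triple mutant (PC-7 D3A) | Quantity: 2 µM procaspase-7 mutant as dispensed | Reagent: DEVD-pNA substrate | Times: 1 h preincubation, 2 h reaction | Technique: 405 nm absorbance of p-nitroaniline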
MEP2-GFP yeast: modulators of MEP2-GFP levels in yeast, primary screen, S. cerevisiae, multiplex flow cytometry, MLPCN library | S. cerevisiae MEP2-GFP strain, 3 h; 100% = DMSO control level | GFP response vs DMSO, % at 10 µM | 330,000 tested, 0.51% active;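 active = GFP response versus DMSO above a set limit, roughly screen mean plus 3 SD, cut at about 180% in these data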;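 note: median GFP fluorescence of the barcode-gated MEP2-GFP cells per well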
RPL19A-GFP yeast: RPL19A-GFP expression modulators in yeast, primary screen, cell-based, S. cerevisiae, multiplex flow cytometry, MLPCN. percent response vs DMSO, % at 10 µM. 330,000 tested, 0.3% active. AID 2025, 2009. S. cerevisiae RPL19A-GFP strain, 3 h; hits give low values;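 active = percent response vs DMSO below 50%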;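 note: median channel GFP fluorescence of the barcoded RPL19A-GFP strain; ratio of sample median GFP to plate DMSO average so 100% = DMSO; lower means less RPL19A-GFP as with rapamycin TOR inhibition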
EBNA-1 inhibitor: EBNA-1 DNA-binding inhibitors, primary screen, biochemical, fluorescence polarization; AID 1950, 2009; 300,000 tested, 0.34% active; inhibition, % at 14.8 µM; in the data active = inhibition above about 28%
AHR activator: AHR activators, primary screen, cell-based, luminescence, luciferase reporter, human | Aryl hydrocarbon receptor (Homo sapiens), P35869 | AHR-responsive luciferase reporter cells | activation, % at 5 µM | 320,000 tested, 2.5% active | AID 2796, 2010; in the data active = activation above about 47%;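 note: 0% = vehicle wells and 100% = reference agonist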
LAP4-GFP MLPCN: modulators of LAP4-GFP expression in yeast, primary screen, S. cerevisiae, multiplex flow cytometry, MLPCN library; AID 2023, 2009; GFP response vs DMSO, % at 10 µM; 3 h; median GFP as percent of DMSO wells; 320,000 tested, 0.34% active;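 active = GFP response vs DMSO above a set limit, about the screen mean plus 3 SD, cut at about 150% in these data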
* = called active by the depositor. Compounds as they come; any-hit rate near 3.8%.

Short forms – A = ZTA counter; B = proCasp3 act; C = procasp7 counter; D = MEP2-GFP yeast; E = RPL19A-GFP yeast; F = EBNA-1 inhibitor; G = AHR activator; H = LAP4-GFP MLPCN
1	Cc1onc(-c2ccccc2)c1C(=O)N1CCN(S(=O)(=O)c2ccccc2Br)CC1
  A: 6.2 | B: 4.0 | C: 6.1 | D: 93.5 | E: 94.3 | F: 6.7 | G: 1.4 | H: 88.8

2	COc1ccc(-c2nnc(SCC(=O)N3CCOCC3)o2)cc1OC
  A: 4.9 | B: 2.4 | C: -0.7 | D: 101.2 | E: 93.2 | F: -6.8 | G: 3.2 | H: 100.6

3	Cc1ccccc1NC(=O)c1cc(C(=O)c2cc(Cl)ccc2O)cn(-c2ccccc2C)c1=O
  A: -0.4 | B: 1.2 | C: 8.4 | D: 98.9 | E: 96.6 | F: -11.3 | G: 3.7 | H: 89.2

4	COc1cc(CNCc2ccccn2)ccc1OCc1cccc(Cl)c1
  A: 1.8 | B: -3.1 | C: -2.2 | D: 90.2 | E: 91.5 | F: -3.5 | G: 2.6 | H: 91.6

5	COc1cccc(C2CC(=O)NC(SC)=C2C#N)c1 (stereo not given)
  A: -0.5 | B: 12.1 | C: 3.4 | D: 98.2 | E: 104.5 | F: 2.9 | G: 1.1 | H: 105.5

6	COc1cc(OC)cc(C(=O)N/N=C/c2ccc(OC)c(COc3ccc(F)cc3)c2)c1
  A: 7.0 | B: 7.4 | C: 3.0 | D: 100.0 | E: 97.5 | F: -1.0 | G: -2.4 | H: 97.9

7	CCOC(=O)c1csc(COc2ccccc2Cl)n1
  A: -2.3 | B: 1.3 | C: 4.5 | D: 96.6 | E: 95.1 | F: -6.5 | G: -3.7 | H: 118.0

8	O=C(O)CCn1c(SCc2ccccc2)nc2ccccc21
  A: -9.2 | B: -0.6 | C: 0.3 | D: 94.2 | E: 107.7 | F: 0.7 | G: 2.6 | H: 90.4

9	COC(=O)C(C(=O)Nc1nc2ccccc2s1)C1CCCC1 (stereo not given)
  A: -11.5 | B: -3.6 | C: 12.4 | D: 103.1 | E: 108.1 | F: 11.5 | G: 1.8 | H: 93.4

10	CCOC(=O)c1c(NC(=O)CCC(=O)NCc2ccco2)sc2c1CCCC2
  A: -9.1 | B: 2.4 | C: -4.0 | D: 103.8 | E: 97.5 | F: -6.1 | G: 4.1 | H: 106.1

11	CCCCCN(C(=O)CCC(=O)OCc1ccc(C(C)C)cc1)c1c(N)n(CCCC)c(=O)[nH]c1=O
  A: -22.6 | B: 1.6 | C: 5.2 | D: 97.8 | E: 96.5 | F: -10.6 | G: 0.7 | H: 101.5

12	CC(=O)OC(/C(O)=C(\C#N)c1nc2ccccc2[nH]1)c1ccccc1 (stereo not given)
  A: 0.7 | B: 2.8 | C: 12.4 | D: 105.5 | E: 103.3 | F: 3.8 | G: 49.1* | H: 96.8

13	O=C(CN1CCN(c2ccc(F)cc2)CC1)NC(=O)NCc1ccco1
  A: 16.9 | B: -2.5 | C: -1.9 | D: 88.2 | E: 97.4 | F: 3.7 | G: -2.2 | H: 82.7

14	O=C(O)CCCCCNC(=O)CCn1nnc2ccccc2c1=O
  A: -0.8 | B: 1.8 | C: 5.5 | D: 111.3 | E: 96.8 | F: 5.0 | G: 1.4 | H: 102.7

15	Cn1cnnc1SCNC(=O)C(F)(F)F
  A: -9.8 | B: 0.3 | C: 0.5 | D: 96.9 | E: 96.3 | F: -5.1 | G: -4.3 | H: 93.3

A second format for some results above.
No.	SMILES	ZTA counter	proCasp3 act	procasp7 counter	MEP2-GFP yeast	RPL19A-GFP yeast	EBNA-1 inhibitor	AHR activator	LAP4-GFP MLPCN
8	O=C(O)CCn1c(SCc2ccccc2)nc2ccccc21	-9.2	-0.6	0.3	94.2	107.7	0.7	2.6	90.4
13	O=C(CN1CCN(c2ccc(F)cc2)CC1)NC(=O)NCc1ccco1	16.9	-2.5	-1.9	88.2	97.4	3.7	-2.2	82.7

(listing goes on)
Short forms – A = ZTA counter; B = proCasp3 act; C = procasp7 counter; D = MEP2-GFP yeast; E = RPL19A-GFP yeast; F = EBNA-1 inhibitor; G = AHR activator; H = LAP4-GFP MLPCN
16	COc1ccccc1C(=O)NCC(=O)NCCc1ccc(Cl)cc1
  A: 15.6 | B: 6.3 | C: -7.6 | D: 98.7 | E: 100.2 | F: 13.8 | G: 0.8 | H: 90.6

17	CC(C)OCCOc1ccc2oc(-c3ccco3)cc(=O)c2c1
  A: -0.8 | B: 8.8 | C: 4.1 | D: 111.3 | E: 99.7 | F: -1.5 | G: -1.5 | H: 93.4

18	C/C(=N\NS(=O)(=O)c1ccc(Br)cc1)c1ccncc1
  A: 1.2 | B: -28.6 | C: -16.8 | D: 105.3 | E: 110.0 | F: -0.5 | G: 1.1 | H: 118.4

19	CCOc1ccccc1-c1noc(CCC(=O)Nc2cccnc2)n1
  A: 2.3 | B: 0.6 | C: 7.0 | D: 222.6* | E: 67.7 | F: 2.7 | G: 3.5 | H: 88.1

20	O=c1c2[nH]c3ccc(F)cc3c2ncn1CCN1CCN(Cc2ccccc2)CC1
  A: -7.0 | B: 3.5 | C: 3.8 | D: 96.6 | E: 95.1 | F: 1.8 | G: 9.2 | H: 97.6

21	Cc1noc(/C=C/N(C)C)c1S(=O)(=O)N(C)Cc1ccc(F)cc1
  A: 14.8 | B: 0.8 | C: -0.2 | D: 95.0 | E: 96.5 | F: -5.4 | G: -1.3 | H: 89.2

22	Nc1ccccc1C(=O)NNc1ncc(C(F)(F)F)cc1Cl
  A: 7.3 | B: 3.2 | C: -7.0 | D: 105.6 | E: 91.2 | F: 1.7 | G: -0.6 | H: 98.9

23	Cc1cc(C(=O)COC(=O)CNC(=O)c2ccccc2)c(C)n1CC1CCCO1 (stereo not given)
  A: -8.8 | B: 8.7 | C: 1.2 | D: 93.6 | E: 96.9 | F: -3.1 | G: -3.1 | H: 100.9

24	Cc1ccc(N2C(=O)c3ccc(C(=O)N4CCN(c5ccc(C)c(C)c5)CC4)cc3C2=O)cc1
  A: 8.2 | B: 3.9 | C: 4.9 | D: 103.4 | E: 105.0 | F: -8.8 | G: 5.5 | H: 100.1

25	O=C1CC2(CCN(C(=O)C(=O)c3c[nH]c4ccccc34)CC2)Oc2ccccc21
  A: 2.6 | B: 6.3 | C: 12.2 | D: 101.0 | E: 99.4 | F: -4.5 | G: -2.1 | H: 103.7

26	COc1ccc(S(=O)(=O)N2CCN(C(=O)NC3CCCCC3)CC2)cc1OC
  A: 5.2 | B: 2.9 | C: 2.3 | D: 97.2 | E: 98.0 | F: -3.1 | G: 2.4 | H: 98.0

27	O=C(N/C(=C\c1ccc([N+](=O)[O-])cc1)C(=O)N1CCOCC1)c1cccc(Br)c1
  A: -9.9 | B: -3.4 | C: 7.5 | D: 107.7 | E: 103.9 | F: 6.4 | G: 15.9 | H: 98.7

28	C/C=C/c1ccc(OCCNCc2ccccc2)c(OC)c1
  A: -14.2 | B: 3.8 | C: 10.7 | D: 105.7 | E: 97.7 | F: 1.2 | G: 3.6 | H: 79.3

In the list so far, these have four or more nitrogen atoms:
Short forms – A = ZTA counter; B = proCasp3 act; C = procasp7 counter; D = MEP2-GFP yeast; E = RPL19A-GFP yeast; F = EBNA-1 inhibitor; G = AHR activator; H = LAP4-GFP MLPCN
11	CCCCCN(C(=O)CCC(=O)OCc1ccc(C(C)C)cc1)c1c(N)n(CCCC)c(=O)[nH]c1=O
  A: -22.6 | B: 1.6 | C: 5.2 | D: 97.8 | E: 96.5 | F: -10.6 | G: 0.7 | H: 101.5

13	O=C(CN1CCN(c2ccc(F)cc2)CC1)NC(=O)NCc1ccco1
  A: 16.9 | B: -2.5 | C: -1.9 | D: 88.2 | E: 97.4 | F: 3.7 | G: -2.2 | H: 82.7

14	O=C(O)CCCCCNC(=O)CCn1nnc2ccccc2c1=O
  A: -0.8 | B: 1.8 | C: 5.5 | D: 111.3 | E: 96.8 | F: 5.0 | G: 1.4 | H: 102.7

15	Cn1cnnc1SCNC(=O)C(F)(F)F
  A: -9.8 | B: 0.3 | C: 0.5 | D: 96.9 | E: 96.3 | F: -5.1 | G: -4.3 | H: 93.3

19	CCOc1ccccc1-c1noc(CCC(=O)Nc2cccnc2)n1
  A: 2.3 | B: 0.6 | C: 7.0 | D: 222.6* | E: 67.7 | F: 2.7 | G: 3.5 | H: 88.1

20	O=c1c2[nH]c3ccc(F)cc3c2ncn1CCN1CCN(Cc2ccccc2)CC1
  A: -7.0 | B: 3.5 | C: 3.8 | D: 96.6 | E: 95.1 | F: 1.8 | G: 9.2 | H: 97.6

22	Nc1ccccc1C(=O)NNc1ncc(C(F)(F)F)cc1Cl
  A: 7.3 | B: 3.2 | C: -7.0 | D: 105.6 | E: 91.2 | F: 1.7 | G: -0.6 | H: 98.9
